# RORg inh – inhibitors of mouse ROR gamma transcriptional activity; Drosophila S2 Gal4-RORgamma UAS-luciferase reporter, 20 h; Potency, µM (doses to about 53.6 µM), for inactives: at the top dose activity change, negative = inhibition, usual class: inhibitors; actives 5.4% (n = 310,000); further: on the % scale 0 is the no-effect control and ±100 the full control effect; nearly all actives have a fitted effect of over 60% in size
# Target sequence (P51450 whole entry, looked up, the tested form may be a part): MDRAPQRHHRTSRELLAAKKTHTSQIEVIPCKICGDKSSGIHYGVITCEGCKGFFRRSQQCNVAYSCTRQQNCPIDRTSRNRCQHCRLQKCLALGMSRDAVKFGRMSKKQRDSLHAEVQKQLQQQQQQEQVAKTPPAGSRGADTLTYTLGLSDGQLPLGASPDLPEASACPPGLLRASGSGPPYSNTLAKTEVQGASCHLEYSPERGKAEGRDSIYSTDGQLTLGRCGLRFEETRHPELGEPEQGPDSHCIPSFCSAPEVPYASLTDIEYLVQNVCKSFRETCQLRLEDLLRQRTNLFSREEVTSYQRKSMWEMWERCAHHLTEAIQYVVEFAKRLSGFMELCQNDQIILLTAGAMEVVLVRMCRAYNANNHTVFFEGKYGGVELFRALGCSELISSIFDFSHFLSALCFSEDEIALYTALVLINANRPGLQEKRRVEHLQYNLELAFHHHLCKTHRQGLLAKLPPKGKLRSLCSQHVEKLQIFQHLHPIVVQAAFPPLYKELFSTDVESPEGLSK
#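 Luminescence from a UAS-regulated Photinus luciferase reporter in stably transfected Drosophila Schneider cells is measured; decreased signal marks ROR gamma inhibition. Fusion expression is induced by 700 uM copper sulfate for 20 hr.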
# FLuc modulator – firefly luciferase modulation, counter-screen for miR-21 project; actives 6.9% (n = 360,000); purified FLuc, Km substrates, luminescence inhibition; Potency, µM (highest dose often 57.5 µM), for the others: at the top dose activity change, negative = inhibition, most hits filed as inhibitors; P08659;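 further: plate controls were vehicle for no effect and reference inhibitor for full effect; nearly all actives have a fitted effect of over 55% in size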
# Target sequence (P08659 whole entry, looked up): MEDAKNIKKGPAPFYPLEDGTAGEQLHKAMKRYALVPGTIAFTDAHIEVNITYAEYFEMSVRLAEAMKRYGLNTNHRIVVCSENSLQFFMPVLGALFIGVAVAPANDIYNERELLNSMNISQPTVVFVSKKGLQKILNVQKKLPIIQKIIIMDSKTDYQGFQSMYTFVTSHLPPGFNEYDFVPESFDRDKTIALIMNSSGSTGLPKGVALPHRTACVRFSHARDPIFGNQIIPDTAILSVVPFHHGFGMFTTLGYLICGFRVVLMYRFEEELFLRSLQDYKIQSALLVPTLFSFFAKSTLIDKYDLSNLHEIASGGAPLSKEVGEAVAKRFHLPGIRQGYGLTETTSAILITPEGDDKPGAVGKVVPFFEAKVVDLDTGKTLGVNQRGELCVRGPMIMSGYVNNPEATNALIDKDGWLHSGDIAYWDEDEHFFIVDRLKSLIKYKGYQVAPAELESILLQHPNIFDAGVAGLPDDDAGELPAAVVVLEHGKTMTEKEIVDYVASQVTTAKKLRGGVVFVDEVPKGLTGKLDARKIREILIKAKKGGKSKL
#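 Purified P. pyralis luciferase (10nM final) with 10uM D-luciferin and 10uM ATP (Km levels) in 50mM Tris acetate pH 7.5, 10mM Mg acetate, 0.01% Tween-20, 0.05% BSA; qHTS 6-point titration, ~60 µM downward; luminescence read.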
# CXXC DNA block – MLL CXXC-DNA interaction inhibition; Q03164; MLL-CXXC / FITC-HOXA9 DNA fluorescence polarization; Potency, µM (titrated, usually from 115 µM), for the others: at the top dose activity change, negative = inhibition, actives largely listed as inhibitors; actives 0.037% (n = 290,000); AID 2662; active means well fitted inhibition curve with a large enough effect in the polarisation, with a control signal flat, not every such curve was filed as active; inconclusive means small, poorly fitted or top-dose-only effect, or effect the other way, or a change in a side signal; inactive means no such curve, though single readings can be large or run the other way; the % refers to the polarisation
#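 Purified MLL-CXXC (added from a 7 uM solution) was preincubated 5 min at ambient with pinned compounds in 50 mM Tris-HCl pH 7.5, 50 mM NaCl, 1 mM DTT, 0.05% BSA. Fluorescein-labeled HOX-A9 DNA (50 nM solution) followed, 30 min, then polarization read.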
# BRCA1 expr up – increases BRCA1 expression | Potency, µM (highest dose often 46.1 µM), for inactives: top-dose activation, usual class: activators | actives 1.1% (n = 380,000) | MCF7-BRCA1-FFLuc reporter, luminescence, 48 h; response scale: scaled: vehicle 0%, 10 µM genistein 100%; further: nearly all actives have a fitted effect of over 80% in size; some results filed as inactive show a strong effect at the top dose
#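 Cells: MCF7-BRCA1-FFLuc, 2000/well. Exposure: 48 h, 37 °C, 5% CO2. Read: luminescence, 15 min post-substrate. Controls: genistein 10 microM (maximal activation), DMSO (neutral).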
# p53 reactivator – mutant p53 re-activation in reporter cells | actives 0.063% (n = 320,000) | H1299 p53-A138V BP100-luciferase reporter, luminescence, 24 h | Potency, µM (top dose mostly 92.2 µM), without a hit: at the top dose activity change, positive = activation, most hits filed as activators; further: % of control where 0% means no effect; nearly all actives have a fitted effect of over 45% in size
#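 H1299 (p53-null), stable ts p53-A138V + BP100-Luc; 1000 cells/well, Opti-MEM/10% FBS; cpd 4 pt, 1:5; 24 h, 37 deg C, 5% CO2; detection reagent 10 min RT; luminescence.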
# NPC1 promoter act – activators of NPC1 promoter. Potency, µM (highest dose often 9.22 µM), inactives show at the top dose activation, hits mostly activators. actives 2.4% (n = 320,000). Huh7 NPC1 promoter luciferase reporter, 24 h. AID 485313;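 further: % of control where 0% means no effect; nearly all actives have a fitted effect of over 60% in size; reporter is driven by a mutant NPC1 promoter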
#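 Huh7 reporter cells (NPC1 promoter driving luciferase) are dosed with compound for 24 h at 37 °C, 5% CO2; luciferase detection reagent is then added and luminescence measured after 10 min at ambient temperature.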
# uPA generation – inhibitors of cell surface uPA generation. Potency, µM (doses to about 38.3 µM), for the others: at the top dose activity change, negative = inhibition, most hits filed as inhibitors. cell surface uPA generation assay, qHTS. AID 540303. actives 0.31% (n = 330,000); active means well fitted inhibition curve with a large enough effect; inconclusive means small, poorly fitted or top-dose-only effect; inactive means no such curve, though single readings can be large or run the other way; tested in mouse RAW 264.7 cells; further: on the % scale 0 is the no-effect control and ±100 the full control effect; nearly all actives have a fitted effect of over 55% in size
# Rab9 promoter act – Rab9 promoter activation; Huh7 Rab9 promoter-luciferase reporter, luminescence, 24 h; Potency, µM (titrated, usually from 9.22 µM), for the others: at the highest dose activation, negative = inhibition, most hits filed as activators; actives 2.8% (n = 320,000); AID 485297; further: % of control where 0% means no effect; nearly all actives have a fitted effect of over 60% in size
#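 Luminescence read-out: Huh7 cells stably expressing Rab9-luciferase, treated 24 h with compound at 37 °C, then lysed with luciferase reagent for 10 min at ambient before reading.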
# MBNL1 CUG block – MBNL1-poly(CUG) RNA binding inhibition | Q9NR56 | TR-FRET MBNL1-His/biotin-(CUG)12 binding, 665/545 ratio | Potency, µM (top dose mostly 57.5 µM), for inactives: at the top dose activity change, negative = inhibition, hits mostly inhibitors | actives 0.036% (n = 280,000) | AID 2675; active means well fitted inhibition curve with a large enough effect in the signal ratio, with a control signal flat, not every such curve was filed as active; inconclusive means small, poorly fitted or top-dose-only effect, or effect the other way, or a change in a side signal; inactive means no such curve, though single readings can be large or run the other way; the % refers to the signal ratio; further: on the % scale 0 is the no-effect control and ±100 the full control effect
#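 His-tagged MBNL1 binding to biotinylated (CUG)12 RNA was measured by TR-FRET using terbium anti-His antibody (0.055 ng/ul final) and streptavidin-XL665 (5 nM final). Compounds were titrated 92 nM to 58 uM; 60 min at room temperature.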
# VP16 counter – counter-screen for ROR gamma inhibitors: Gal4-VP16 reporter; Drosophila S2 Gal4-VP16 UAS-luciferase, luminescence, 20 h; Potency, µM (highest dose often 53.6 µM), for inactives: top-dose activity, negative = inhibition, usual class: inhibitors; actives 3.5% (n = 310,000); AID 2546;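 further: Gal4-VP16 expression switched on by copper sulfate through the metallothionein promoter; on the % scale 0 is the no-effect control and ±100 the full control effect; nearly all actives have a fitted effect of over 50% in size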
# ELG1 genotox – inducers of genotoxicity in HEK293T ELG1-luciferase cells. actives 1.3% (n = 330,000). AID 504466. Potency, µM (doses to about 46 µM), inactives show top-dose activity change, positive = activation, hits mostly activators. HEK293T ELG1-luciferase reporter, luminescence, 16 h; further: % of control where 0% means no effect; nearly all actives have a fitted effect of over 60% in size
#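 DMSO vehicle served as control against compound-treated ELG1-luciferase HEK293T cells; exposure lasted 16 hr at 37 °C and 5% CO2, followed by ONE-Glo luminescence detection after 30 min.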
# * = called active by the depositor; ? = inconclusive; . = no result given; & = joins results of further samples; [ ] = remark or other dose. Unless noted, the call rests on the fitted dose curve; in most records, active means well fitted curve in the direction sought with a large enough effect; inconclusive means small, poorly fitted or top-dose-only effect, or another doubt; inactive means no such curve, though single readings can be large; an effect the other way counts as inactive or inconclusive. Potency means the concentration at half of the fitted maximal effect. Not all compounds are listed, so the mix of outcomes need not match the whole.
entry	SMILES	p53 reactivator	uPA generation	FLuc modulator	Rab9 promoter act	MBNL1 CUG block	ELG1 genotox
1	O=c1c2ccccc2nc(-c2ccco2)n1-c1nccs1	6%	-2%	?	-5%	10%	-1%
2	Cc1nc2ccc(Nc3nc4cc(S(=O)(=O)N5CCOCC5)ccc4o3)cc2s1	-3%	-5%	?	8%	4%	8%
3	COc1ccc(CCNc2oc(-c3ccc(OC)c(OC)c3)nc2P(=O)(OC)OC)cc1OC	0%	-13%	-2%	-6%	4%	0%
4	CCNc1cc(N2CCN(C)CC2)ccc1[N+](=O)[O-]	-7%	-2%	2%	-7%	?	1%
5	Cc1cc(C)cc(N2C(=O)/C(=C\c3ccc(N4CCN(C)CC4)o3)C(=O)NC2=S)c1	12%	-5%	-3%	1%	?	18%
6	CCCN1CCC[C@@H]2Cc3nc(N)ncc3C[C@H]21	.	0%	.	7%[46.1 µM]	.	.
7	CN(C)c1ccc2c(c1)N=C(c1ccco1)OP2(=S)N1CCOCC1 (configuration not stated)	?	-7%	15µM*	26%	2%	?
8	CN1CCCN(C(=O)COc2cccc(C(F)(F)F)c2)CC1	22%	4%	-1%	2%	-3%	4%

entry	NPC1 promoter act	CXXC DNA block	BRCA1 expr up	RORg inh	VP16 counter
1	-1%	1%	-49%	3%	-1%
2	-2%	4%	1%	-1%	-1%
3	-5%	10%	-5%	19%	?
4	-1%	22%	-27%	6%	4%[10 µM]
5	-1%	?	10%	28%	1%
6	1%[46.1 µM]	-1%	7%	.	.
7	5%	13%	-3%	37%	4%
8	4%	-2%	-8%	-32%	-5%

# Next records
entry	SMILES	p53 reactivator	uPA generation	FLuc modulator	Rab9 promoter act	MBNL1 CUG block	ELG1 genotox
9	Fc1cccc(F)c1-c1nc(-c2ccc(Cl)cc2)no1	14%	-1%	5.4µM*	2.8µM*	-5%	?
10	COC(=O)C1=C(c2ccc(C(C)=O)cc2)C[C@@H]2CC[C@H]1N2C(=O)NCCNC(C)=O	9%	-4%	3%	1%	.	4%
11	CC/C(=N\Nc1ccccc1)c1c(O)[nH]c(=O)[nH]c1=O	-1%	-16%	4%	-2%	.	10%
12	CN(C)C(Cc1ccccc1)C(=O)c1ccc(-c2ccccc2)cc1 (configuration not stated)	15%	.	-8%	2%	3%	-3%
13	CNC1(c2ccccc2Cl)CCCCC1=O (configuration not stated)	.	-12%	.	.	.	.
14	S=c1[nH]nc(-c2ccc3ccccc3n2)n1-c1ccc2c(c1)OCCO2	8%	1%	?	-3%	-7%	6%
15	O=c1c2ccccc2nc(CNc2ccccc2)n1-c1ccccc1	4%	0%	-3%	-8%	-14%	-14%
16	COCc1cc(C)c(C#N)c(=S)[nH]1	5%	5%	?	11%	-17%	0%

entry	NPC1 promoter act	CXXC DNA block	BRCA1 expr up	RORg inh	VP16 counter
9	4µM*	5%	43%	19%	-4%
10	-1%	.	13%	.	.
11	1%	0%	-5%	18%	14%
12	-1%	20%	-23%	19%	-2%
13	.	-8%&1%	8%	7%&-26%	4%&5%
14	0%	-2%	-13%	-4%	?
15	-1%	-5%	-29%	12%	-16%
16	0%	-6%	-21%	4µM*	?

# 4 compounds drawn at random from those above:
entry	SMILES	p53 reactivator	uPA generation	FLuc modulator	Rab9 promoter act	MBNL1 CUG block	ELG1 genotox
15	O=c1c2ccccc2nc(CNc2ccccc2)n1-c1ccccc1	4%	0%	-3%	-8%	-14%	-14%
16	COCc1cc(C)c(C#N)c(=S)[nH]1	5%	5%	?	11%	-17%	0%
13	CNC1(c2ccccc2Cl)CCCCC1=O (configuration not stated)	.	-12%	.	.	.	.
10	COC(=O)C1=C(c2ccc(C(C)=O)cc2)C[C@@H]2CC[C@H]1N2C(=O)NCCNC(C)=O	9%	-4%	3%	1%	.	4%

entry	NPC1 promoter act	CXXC DNA block	BRCA1 expr up	RORg inh	VP16 counter
15	-1%	-5%	-29%	12%	-16%
16	0%	-6%	-21%	4µM*	?
13	.	-8%&1%	8%	7%&-26%	4%&5%
10	-1%	.	13%	.	.

# (list continues)
entry	SMILES	p53 reactivator	uPA generation	FLuc modulator	Rab9 promoter act	MBNL1 CUG block	ELG1 genotox
17	Cc1nn(CCc2n[nH]c(=S)n2-c2cccc(Cl)c2)c(C)c1[N+](=O)[O-]	-2%	.	1%	2%	1%	0%
18	CCOC(=O)C1C(=O)N(C)C2(C)CC1c1ccccc1O2 (configuration not stated)	-7%	3%	5%	0%	-3%	2%
19	CNCCc1nc(N)n[nH]1	0%	1%	1%	1%[1.84 µM]	-4%	10%
20	CCOC(=O)C1(Cc2ccc(Cl)cc2)CCN(C(C)Cc2ccc(O)c(OC)c2)CC1 (configuration not stated)	.	?	0%	-16%	-1%	-2%
21	CC[N+](CC)(CC)CCCCCCCCCC[N+](CC)(CC)CC	0%	2%	8%	4%	-1%	-1%
22	O=C(c1ccco1)c1cn(Cc2ccccc2Cl)c2ccccc12	4%	.	?	-8%	0%	?
23	O=C(Nc1ccccc1OC(=O)N1CCOCC1)N1CCOCC1	-3%	2%	1%	2%	-11%	6%
24	CCOC(=O)c1sc(/N=C/c2c(O)n(-c3cccc(C)c3)c(=O)[nH]c2=O)c(C#N)c1C	-6%	-4%	-11%	1%	.	8%

entry	NPC1 promoter act	CXXC DNA block	BRCA1 expr up	RORg inh	VP16 counter
17	-2%	0%	2%	?	-22%
18	-2%	4%	5%	14%	-6%
19	11%	0%	-18%	2%	-8%
20	-14%	11%	0%	-12%	16µM*
21	-4%	9%	10%	-8%	1%
22	5%	21%	-17%	-26%	-5%
23	9%	0%	-15%	-13%	1%
24	-2%	-12%	1%	-7%	3%

# (list continues)
entry	SMILES	p53 reactivator	uPA generation	FLuc modulator	Rab9 promoter act	MBNL1 CUG block	ELG1 genotox
25	CCCCn1c(NS(=O)(=O)c2ccccc2)c(C(=O)OCC)c2nc3ccccc3nc21	-14%	5%	-1%	6%	5%	-3%
26	CCOC(=O)c1c(C)n(Cc2ccco2)c2ccc(OC)cc12	-5%	-6%	1%	-3%	-3%	3%
27	CCCC1=C(C(=O)OCC)C2(C(=O)Nc3ccccc32)C(C#N)=C(N)O1 (configuration not stated)	-40%[inhibitor]	6%	2%	-9%	6%	2%
28	COc1ccc(CCn2c(O)c(C=NCCCO)c(=O)[nH]c2=O)cc1OC	-20%	3%	2%	0%	-11%	-5%
29	O=C(O)c1cccc2nc3ccccc3nc12	1%	-11%	2%	3%	?	1%
30	CC(c1ccc(F)cc1)n1cc(C(=O)NCc2ccc3c(c2)OCO3)nn1 (configuration not stated)	6%	5%	-13%	3%	6%	1%
31	O=C1NC(=S)N/C1=C/c1cccc2ccccc12	12%	?	?	28%	17%	?
32	Cc1cccc(Cn2cc(C=O)c3ccccc32)c1	-6%	-6%	2%	0%	5%	-7%

entry	NPC1 promoter act	CXXC DNA block	BRCA1 expr up	RORg inh	VP16 counter
25	-1%	-4%	-27%	7%	-9%
26	0%	4%	-44%	3%	4%
27	-2%	9%	-1%	9%	?
28	2%	31%[activator]	30%	10%	-7%
29	-2%	1%	-51%	-20%	1%
30	0%	-9%	-11%	-23%	10%
31	15%	6%	13µM*	12%	24%
32	-7%	19%	-6%	?	?

# (list continues)
entry	SMILES	p53 reactivator	uPA generation	FLuc modulator	Rab9 promoter act	MBNL1 CUG block	ELG1 genotox
33	COc1cc2c(cc1OC)C(C(=O)NC(C)C)C1CCCCN1C2=O (configuration not stated)	3%	1%	-3%	0%	-12%	2%
34	CN1C(=O)N(C)C(=O)C2(Cc3ccccc3N3CCCC32)C1=O (configuration not stated)	0%	1%	1%	2%	10%	0%
35	Cc1cc(C)c2nc(NNC(=O)c3cc(-c4cccs4)nc4ccccc34)sc2c1	?	?	?	1%	4%	-4%
36	C[C@]12CC[C@@H]3c4cc(O)c(O)cc4CC[C@H]3[C@@H]1CC[C@@H]2O	.	?	?	-34%[inhibitor]	5%	.
37	CCCCNC(=O)Nc1ccc(C(O)(C(=O)OC)C(F)(F)F)cc1 (configuration not stated)	?	-14%	?	13%	5%	16%
38	CN(C(=O)Oc1ccc(F)cc1)c1ccccc1	.	-4%	3%	1%	-3%	0%
39	Cc1ccc(-c2cc(C(=O)N3CCC4(CC3)OCCO4)no2)cc1	6%	0%	?	-1%	9%	6%

entry	NPC1 promoter act	CXXC DNA block	BRCA1 expr up	RORg inh	VP16 counter
33	-1%	2%	-1%	-14%	-52%
34	0%	-2%	-29%	2%	-5%
35	-4%	16%	-48%	1.8µM*	10µM*
36	0%	3%	0%	13µM*	?
37	13%	-4%	12%	?	9%
38	0%	-3%	30%	2%	4%
39	9%	-7%	61%	22%	18%
